EBNA-1 inhibitor: EBNA-1 DNA-binding inhibitors, primary screen, biochemical, fluorescence polarization. inhibition, % at 14.8 µM. 300,000 tested, 0.34% active; in the data active = inhibition above about 28%
HCV core dimer: inhibitors of HCV core protein dimerization, primary screen, biochemical, TR-FRET, high-throughput. TR-FRET GST/Flag-core106 dimerization, 1536-well. inhibition, % at 5 µM. 300,000 tested, 0.33% active;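 active = inhibition above the mean of all tested compounds plus 3 SD, set per screening campaign, cut at about 45% in these data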
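test system = GST/Flag-tagged HCV core106 proteins | probe or stimulus = Eu donor and XL665 acceptor anti-tag antibodies | times = compound-protein-antibody incubation 4 h at 22.5 °C | signal = TR-FRET, excitation 340 nm, emission 617 and 671 nm | measure = percent inhibition of core106 dimerization signal | controls = wells lacking GST-core106 and wells with excess unlabelled core106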
PREPL inh: PREPL enzyme inhibitors, primary screen, biochemical, fluorescence polarization. recombinant PREPL, fluorescence polarization activity-based probe. 320,000 tested, 0.68% active. inhibition, % at 5.96 µM. Prolyl endopeptidase-like (Homo sapiens), Q4J6C6; in the data active = inhibition above about 43%;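 also: 0% = enzyme with DMSO and 100% = wells lacking enzyme; many of its hits are not listed in these tables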
Target sequence (Q4J6C6 whole entry, looked up): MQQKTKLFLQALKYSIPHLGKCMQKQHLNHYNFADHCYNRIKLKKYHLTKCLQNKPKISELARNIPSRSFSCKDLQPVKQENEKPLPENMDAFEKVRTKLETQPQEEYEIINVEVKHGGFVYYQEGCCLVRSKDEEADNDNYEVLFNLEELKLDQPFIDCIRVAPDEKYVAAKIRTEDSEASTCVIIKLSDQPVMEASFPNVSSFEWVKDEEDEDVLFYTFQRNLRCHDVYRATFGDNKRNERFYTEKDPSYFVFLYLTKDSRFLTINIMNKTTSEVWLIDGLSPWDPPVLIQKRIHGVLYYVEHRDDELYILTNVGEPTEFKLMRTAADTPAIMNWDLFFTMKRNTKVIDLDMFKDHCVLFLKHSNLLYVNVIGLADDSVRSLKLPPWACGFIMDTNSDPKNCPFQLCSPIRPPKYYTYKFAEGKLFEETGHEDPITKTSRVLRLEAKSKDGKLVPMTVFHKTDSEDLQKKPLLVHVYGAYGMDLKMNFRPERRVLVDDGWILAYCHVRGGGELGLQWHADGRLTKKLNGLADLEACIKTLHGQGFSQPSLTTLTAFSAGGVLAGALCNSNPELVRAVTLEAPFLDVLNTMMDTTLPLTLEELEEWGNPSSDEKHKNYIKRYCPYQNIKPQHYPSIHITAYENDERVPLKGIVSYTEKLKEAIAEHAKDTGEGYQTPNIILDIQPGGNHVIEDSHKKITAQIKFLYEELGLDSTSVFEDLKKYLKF
ZTA counter: counter-screen for EBNA-1 inhibitors: inhibitors of Epstein-Barr virus ZTA; P03206; ZTA-DNA binding, fluorescence polarization; inhibition, % at 11 µM; 320,000 tested, 0.15% active; in the data active = inhibition above about 33%
Target sequence (P03206 whole entry, looked up): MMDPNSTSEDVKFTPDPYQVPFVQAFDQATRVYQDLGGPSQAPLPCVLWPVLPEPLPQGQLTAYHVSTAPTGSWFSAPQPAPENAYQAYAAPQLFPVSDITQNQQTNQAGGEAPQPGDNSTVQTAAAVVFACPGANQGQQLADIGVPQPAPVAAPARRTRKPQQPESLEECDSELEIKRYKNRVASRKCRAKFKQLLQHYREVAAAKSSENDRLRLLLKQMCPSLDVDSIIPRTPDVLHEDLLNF
CTSL1 counter: Fasciola hepatica cathepsin L1 inhibitors, primary screen, counter-screen for PFM18AAP inhibitor project, biochemical, QFRET, fluorogenic peptide substrate; recombinant F. hepatica cathepsin L1, Z-Leu-Arg-MCA fluorescence; inhibition, % at 5.96 µM; 300,000 tested, 0.49% active;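 active = inhibition above the mean of all tested compounds plus 3 SD, set per screening campaign, cut at about 17% in these data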;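 also: 0% = plate median of test compound wells and 100% = 1 µM Z-Phe-Ala-diazomethylketone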
Efflux pump inh: inhibitors of Candida efflux pumps in yeast, primary screen, S. cerevisiae, Nile Red, multiplex | S. cerevisiae Candida pump triplex | inhibition, % at 10 µM | 330,000 tested, 0.44% active | AID 485275, 2010;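 active = plate passing quality check with inhibition over a set limit, or well fluorescence over plate mean plus 4 SD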;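 also: Nile Red retained in pooled yeast measured as flow cytometry median fluorescence; 0% = buffer negative control and 100% = Enniatin B positive control; higher means more Nile Red kept so more efflux inhibition; some compounds called inactive have numbers as strong as hits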
PP5 inh: PP5 phosphatase inhibitors, primary screen, biochemical, fluorescence. inhibition, % at 6.7 µM. 320,000 tested, 0.18% active. purified PP5c, OMFP substrate fluorescence. AID 1987, 2009. Serine/threonine-protein phosphatase 5 (Homo sapiens), P53041;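 active = inhibition above the campaign's mean inhibition across all tested compounds plus 3 SD, cut at about 9.5% in these data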;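 also: 0% = DMSO only and 100% = 100 µM cantharidin control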
TPT1 inh: Candida albicans TPT1 enzyme inhibitors, primary screen, biochemical, fluorescence polarization; recombinant caTPT1, FP RNA substrate dephosphorylation; inhibition, % at 5 µM; 300,000 tested, 0.81% active;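 active = inhibition above the mean of all tested compounds plus 3 SD, set per screening campaign, cut at about 24% in these data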;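 also: plate controls were DMSO alone for no effect and ferristatin control at 100 nM for full effect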
PP1 counter: PP1-alpha phosphatase inhibitors, primary screen, counter-screen for PP5 inhibitor project, biochemical, fluorescence, OMFP substrate, single point; AID 2235, 2010; inhibition, % at 6.7 µM; 320,000 tested, 0.9% active; purified PP1alpha;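 active = inhibition above the mean inhibition of all tested compounds plus 3 SD, computed separately for each screening campaign, cut at about 15% in these data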
The depositor's hits bear a star; / = not tested or not shown.

SMILES	EBNA-1 inhibitor	HCV core dimer	PREPL inh	ZTA counter	CTSL1 counter	Efflux pump inh	PP5 inh	TPT1 inh	PP1 counter
CCCc1nnc(NC(=O)Cn2c(=O)sc3ccccc32)s1	4	2	5	4	1	-0.1	5.8	0	-2
COc1ccccc1-n1c(C)cc(C=O)c1C	13	0	22	12	-2	-0.3	0.9	-7	-1
O=C(O)c1ccc(/C=N/NC(=S)NCCN2CCOCC2)cc1	3	4	-3	-1	-1	-0.1	0.1	4	-7
O=[N+]([O-])c1ccccc1/C=C/C=N/Nc1nc(N2CCCCC2)nc(N2CCCCC2)n1	11	9	6	14	2	0.1	1.1	-7	-2
COc1ccc(N(CC(=O)Nc2ccc(S(=O)(=O)N3CCOCC3)cc2)S(=O)(=O)c2ccccc2)cc1	1	24	-14	5	-1	0.1	2.9	0	6
O=C(COC(=O)c1ccccc1NCCO)NCc1cccs1	2	2	0	0	0	0.0	1.2	-4	-3
CN=C1SC(CC(=O)Nc2c(C)cccc2C)C(=O)N1/N=C/c1cccs1 (stereo not given)	36*	7	24	4	-1	-0.1	0.1	1	-3
CC(C)(C)SCCNC(=O)/C=C/c1cccc([N+](=O)[O-])c1	-8	3	3	1	-1	0.0	-2.4	0	-3
O=C(CCc1ccccc1)NCC(=O)N/N=C/c1ccc(O)cc1O	4	0	-5	13	-1	-0.1	-1.8	-2	-2
CCCCS(=O)CC(CS(=O)CCCC)OC(=O)c1ccc(C)cc1 (stereo not given)	-1	-10	-2	-4	1	0.1	2.8	-2	-1
CC(C)NC(=O)c1onc(CSc2cccc(F)c2)c1C(=O)O	10	6	0	4	-5	/	-0.2	-1	1
Cc1[nH]c(C)c(S(=O)(=O)NCc2ccccc2Cl)c1C(=O)N1CCCC1	-18	-7	5	-12	-1	0.2	0.4	-3	-8
O=C(O)c1cccc(Nc2nc(Nc3ccccc3)nc(N3CCCC3)n2)c1	-1	7	-5	-16	-1	0.0	1.9	1	3
Cc1cc(C)cc(OCc2nnc(SCC(=O)OC(C)C)o2)c1	1	-1	1	-1	5	0.1	1.1	0	-2
Cc1cc(C)cc(NC(=S)N2CCC(NC(=O)c3ccccc3C)CC2)c1	-3	-7	1	-8	-1	-0.1	2.5	1	1
Cc1cccc(S(=O)(=O)N2CCn3cccc3C2C)c1 (stereo not given)	/	/	0	7	/	-0.1	0.0	/	-3
CCN(CC)S(=O)(=O)c1ccc(N2CCCC2)c(NS(=O)(=O)c2ccc(OC)cc2)c1	11	12	3	7	-1	-0.1	-1.5	1	-1
COC(=O)c1sc(-c2ccccc2)cc1NC(=O)c1ccc(F)cc1	10	-2	-1	2	2	-0.2	0.2	-4	-1
COc1ccc(NC(=S)NCCc2c[nH]c3ccccc23)cc1	1	1	-12	2	-2	0.3	3.3	0	-3
O=C(CCN1N=C(c2ccccc2)CCC1=O)NCCCN1CCOCC1	5	8	3	-3	0	0.0	0.9	-4	-5
CCOC(=O)c1[nH]c2ccc(Br)cc2c1NC(=O)CCN1CCC(C(=O)OCC)CC1	-1	14	-4	4	-1	0.2	1.3	-4	-2
CCN(CC)c1ccc(C(=O)c2cnc(/N=C/N(C)C)s2)cc1	9	11	21	8	3	0.0	6.4	1	0
CN(C)CCn1c2c(c(SCC(=O)Nc3cccc4ccccc34)nc1=O)CCC2	1	-1	18	2	-1	0.1	0.3	2	-4
CC(NCC(=O)Nc1ccccc1C(=O)NC1CC1)c1ccc(F)cc1F (stereo not given)	/	/	2	-10	/	-0.1	1.5	/	-2
C/C(=N/NC(=O)CNC(=O)c1ccccn1)c1cccc([N+](=O)[O-])c1	-6	7	-1	12	-2	-0.2	-1.6	-4	-5
SMILES	EBNA-1 inhibitor	HCV core dimer	PREPL inh	ZTA counter	CTSL1 counter	Efflux pump inh	PP5 inh	TPT1 inh	PP1 counter
Nc1ccc(OCc2ccccc2)cc1	-2	-3	6	-26	0	0.1	-1.1	-3	-1
COc1ccc(C(CC(=O)Nc2cc(C)ccn2)N2Cc3ccccc3C2=O)cc1 (stereo not given)	3	1	6	-1	-1	-0.1	-1.4	2	1
COc1cc(C(=O)Nc2nc3ccc4nc(C)sc4c3s2)cc(OC)c1OC	-2	-18	1	-8	-3	0.0	-2.3	4	-7
CCOC(=O)c1cc2c(=O)n3cccc(C)c3nc2n(CC(C)C)c1=NC(=O)c1ccco1	2	9	26	-15	6	0.1	-0.1	3	-1
CNC(=S)N1CCN(c2nc(-c3cccc(OC)c3)cs2)CC1	3	0	29	-9	-2	0.0	0.7	0	0
O=C(Cn1nc(-c2ccc(Cl)cc2)ccc1=O)NCC1CCCO1 (stereo not given)	1	9	7	6	2	-0.3	-2.0	0	-2
Cc1cc(C)nc(Sc2ncnc3sc4c(c23)CCC4)n1	7	0	4	8	-1	0.3	2.1	3	8
O=C(CBr)N1CCc2ccccc2C(c2ccccc2)C1 (stereo not given)	4	-3	-8	12	-5	-0.1	-0.5	-1	0
NC(=O)C1CCCN(Cc2ccc3ccccc3c2)C1 (stereo not given)	-4	3	-8	2	-2	0.0	3.5	-1	0
Cc1ccc(Cn2nnc3c(=O)n(CC(=O)OCc4ccccc4)cnc32)cc1	13	4	-16	6	0	0.0	0.5	2	1
COc1ccc(N2CCN(C(=O)c3cc(C)on3)CC2)cc1	-7	-5	-2	-6	4	0.0	1.3	-2	-3
O=C(c1ccccc1Oc1nnnn1-c1ccccc1)N1CCOCC1	0	-4	0	0	-4	-0.2	2.1	2	-5
Cc1onc(-c2c(F)cccc2Cl)c1C(=O)NCC1COc2ccccc2O1 (stereo not given)	7	-3	16	-5	3	-0.1	-1.4	1	0
CCOc1ccc(NC(=O)CCNS(=O)(=O)c2ccc3c(c2)CC(C)N3C(C)=O)cc1 (stereo not given)	9	2	3	3	-5	-0.1	-0.5	-1	-1
Cn1c(CNC(=O)c2ccc3c(c2)OCO3)nnc1SCC(=O)Nc1ccc(F)cc1	17	-1	3	-2	1	-0.1	-1.3	-3	1
CCCCCC(=O)Nc1nc(C)c(-c2csc(Nc3cc(Cl)ccc3OC)n2)s1	-2	3	16	-14	-1	0.1	2.8	5	-1
O=Cc1ccc(-n2cc(C=O)c3ccccc32)cc1	-10	6	-1	2	5	0.1	0.9	-2	1
CCOc1ccccc1NC(=O)C(OC(=O)c1ccccc1NS(=O)(=O)c1cccs1)c1ccccc1 (stereo not given)	2	22	-6	2	-1	0.0	2.9	0	9
CC1CN(S(=O)(=O)c2cccc(C(=O)NNC(=O)C(C)Oc3ccccc3F)c2)CC(C)O1 (stereo not given)	7	-2	3	-8	-11	0.0	-1.7	-1	-6
O=C(COc1ccc(S(=O)(=O)N2CCCC2)cc1)NCC1CCCO1 (stereo not given)	0	2	7	0	0	-0.1	1.3	-1	-4
Cc1nnc2n(-c3ccccc3)c(=O)c3c4c(sc3n12)COC(C(C)C)C4 (stereo not given)	4	-1	-3	-13	-2	0.0	1.8	-1	-1
COc1cnn(-c2ccc([N+](=O)[O-])cc2)c(=O)c1Cl	8	-3	10	-11	-3	-0.2	3.7	-4	-3
CCOC(=O)C(NC(=O)CC(C)C)(Nc1sc(C)c(CC)c1C#N)C(F)(F)F (stereo not given)	9	0	0	-13	4	-0.3	1.2	2	0
Cn1c(=O)c2c(nc(Br)n2CC(=O)C23CC4CC(CC(C4)C2)C3)n(C)c1=O	-7	7	8	8	-3	0.0	0.9	1	-1
COc1ccc(S(=O)(=O)N2CCCC(C(=O)NCc3cccnc3)C2)cc1 (stereo not given)	9	-1	0	-8	-1	-0.1	1.9	-1	0
SMILES	EBNA-1 inhibitor	HCV core dimer	PREPL inh	ZTA counter	CTSL1 counter	Efflux pump inh	PP5 inh	TPT1 inh	PP1 counter
CN(C)S(=O)(=O)c1ccc(Cl)c(NC(=O)COC(=O)/C=C/c2cnc3ccccc3n2)c1	-4	-4	10	6	-4	0.2	-1.1	1	-3
CCOCCc1nnc(NC(=O)CCC2CCCCC2)s1	-10	11	9	6	4	0.0	0.3	-2	0
CC(C)c1ccc(NC(=O)CN(Cc2ccccc2)S(C)(=O)=O)cc1	-16	-1	-11	4	1	0.1	2.9	-2	-3
O=C(CN1c2cccc3cccc(c23)S1(=O)=O)NCc1ccc2c(c1)OCO2	9	13	-6	-4	5	-0.1	0.5	-1	0
CCOC(=O)C1=C(C)Nc2ncnn2C1c1ccc(N(C)C)cc1 (stereo not given)	6	-18	21	21	2	-0.1	-3.2	0	1
CCOC(=O)c1c(NC(=O)COC(=O)Cc2ccccc2[N+](=O)[O-])sc(C(=O)N(C)C)c1C	-14	3	1	-16	12	0.1	2.3	0	-3
Cc1cccc(C(=O)NCC(=O)OCC(=O)N2CCCCC2)c1	-10	-3	-14	-5	-7	0.0	-0.1	0	0
COc1cc(OC)c(OC)cc1CN1CCN(Cc2ccc(C(F)(F)F)cc2)CC1	-11	-16	24	-10	7	-0.2	2.5	0	3
COc1cc2cc(CN(Cc3cccnc3)C(=O)Nc3ccccc3)c(=O)[nH]c2cc1OC	-2	-2	7	-3	2	0.0	0.7	0	1
O=C(CSc1nnnn1Cc1ccccc1)NCCc1ccccc1	-2	-2	1	-14	-1	-0.1	1.4	-4	1
O=C(CSc1nnc(NC(=O)c2ccc(F)cc2)s1)NC1CCCC1	-7	6	0	-1	6	-0.1	-2.8	-19	-3
CC(NC(=O)c1cccs1)C(=O)NC1=NCCS1 (stereo not given)	7	1	-1	8	1	0.0	-1.0	1	-6
COc1ccc(C2=NN(CC(=O)NCC(OC)OC)C(=O)CC2)cc1	0	-1	2	4	-3	0.5	2.3	0	-2
CC(NC(=O)C1CCN(C(=O)[C@@H]2Cc3ccccc3CN2C(=O)OC(C)(C)C)CC1)c1ccccc1 (stereo not given in full)	-14	-4	2	-5	1	0.0	-0.4	0	-4
CC(=O)N1CCN(C(=O)c2ccc(NS(=O)(=O)c3ccc4c(c3)OCCO4)cc2)CC1	-9	-3	8	-4	1	0.1	-0.8	-2	-5
Cc1ccc(C(=O)C(=S)N2CCOCC2)cc1	-1	-9	-1	0	-2	0.6	-1.1	0	-2
CC(=O)Nc1cccc(-c2nnc(-c3ccccc3)o2)c1	-2	-13	13	6	-6	0.0	-0.6	-2	0
CCOc1ccccc1C(=O)Nc1cccc(-c2ccc3nncn3n2)c1	-14	9	-7	-7	-5	0.2	-2.2	-3	4
C[C@@H]1CC=C[C@H]2[C@H]1C(=O)N(Cc1ccccc1)[C@H]2c1ccc2ccccc2c1	1	-16	13	11	0	-0.1	-0.7	0	0
CCN(CC(=O)NCc1cccs1)C(=O)c1cc(S(=O)(=O)NCc2ccccc2)ccc1C	1	-2	5	-1	2	0.2	-0.7	3	-2
Cc1ccccc1NC(=O)C(=O)Nc1ccccc1C	3	6	-5	-5	-3	0.1	0.3	-1	-1

Printed as active in EBNA-1 inhibitor (from the list above):
compound	EBNA-1 inhibitor	HCV core dimer	PREPL inh	Efflux pump inh	PP5 inh	TPT1 inh
CN=C1SC(CC(=O)Nc2c(C)cccc2C)C(=O)N1/N=C/c1cccs1 (stereo not given)	36*	7	24	-0.1	0.1	1

Structural class: those above containing a tert-butyl group (2)
SMILES	EBNA-1 inhibitor	HCV core dimer	PREPL inh	ZTA counter	CTSL1 counter	Efflux pump inh	PP5 inh	TPT1 inh	PP1 counter
CC(C)(C)SCCNC(=O)/C=C/c1cccc([N+](=O)[O-])c1	-8	3	3	1	-1	0.0	-2.4	0	-3
CC(NC(=O)C1CCN(C(=O)[C@@H]2Cc3ccccc3CN2C(=O)OC(C)(C)C)CC1)c1ccccc1 (stereo not given in full)	-14	-4	2	-5	1	0.0	-0.4	0	-4

An excerpt; count on the stated rates, not on these rows.
